PMK inhibit = S. pneumoniae PMK inhibitors, primary screen, biochemical, mevalonate pathway, pilot trial included; phosphomevalonate kinase (Streptococcus pneumoniae D39); purified PMK, PK/LDH-coupled NADH absorbance 340 nm; inhibition, % at 10 µM; 0.49% of 65,000 active; AID 539, 2006;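 active = top-ranked compounds by inhibition in the single 10 µM screen, taking a fixed number of the strongest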;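 also: 0% = full reaction with DMSO carrier and 100% = background rate without enzyme reaction; no value below 0 was filed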
Spn MK inh = S. pneumoniae MK inhibitors, primary screen, biochemical, PK/LDH-coupled NADH absorbance. mevalonate kinase [Streptococcus pneumoniae D39]. purified MK, PK/LDH-coupled NADH absorbance 340 nm. inhibition, % at 10 µM. 0.48% of 65,000 active. AID 555, 2006;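 active = ranked among the strongest by inhibition in the single 10 µM screen, a fixed top-ranked set picked for dose follow-up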; also: no value below 0 was filed
Alkaline phosphatase = human TNAP enzyme inhibitors, biochemical, luminescent (AID 518) | one-dose inhibition, % at 20 µM; IC50 in µM for titrated hits | Alkaline phosphatase, tissue-nonspecific isozyme (Homo sapiens) | 0.09% of 64,000 active | purified TNAP enzyme, luminescent substrate readout; higher % means a stronger effect; in the data active = a potency from the dose series; inactive = the rest, 99 in 100 with inhibition below about 22%;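 also: plate controls were vehicle for no effect and reference inhibitor for full effect; many of its hits are not listed in these tables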
HPDE-C7K KRASV12 = cytotoxicity in KRAS-transformed pancreatic duct cells, primary screen, cell-based, fluorescence, HTS (AID 431) | HPDE-C7K KRASV12 cells, Alamar Blue viability, 48 h; higher % means a stronger effect | cytotoxicity, % at 10 µM, or EC50 in µM where a hit was titrated | 1.7% of 63,000 active;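 active = compounds whose percent cytotoxicity in the single-dose primary screen, scaled between solvent and toxic-drug controls, exceeds 50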;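 also: 0% = DMSO solvent wells and 100% = doxorubicin-treated wells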
LYP inhibition = LYP phosphatase inhibitors, primary screen, biochemical, DiFMUP fluorescence, recombinant catalytic domain, 10 µM (AID 606); Tyrosine-protein phosphatase non-receptor type 22 (Homo sapiens); recombinant LYP catalytic domain, DiFMUP fluorescence; higher % means a stronger effect; inhibition, % at 10 µM, or IC50 in µM where a hit was titrated; 52,000 tested, under 10 active;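 active = IC50 under 40 µM in the dose-response test; inactive = IC50 of 40 µM or more, or never dose-tested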
DPM-DC inhibit = S. pneumoniae DPM-DC inhibitors, primary screen, biochemical, PK/LDH-coupled NADH fluorescence; diphosphomevalonate decarboxylase (Streptococcus pneumoniae D39); purified DPM-DC; calls only at 10 µM; 0.49% of 65,000 active; AID 556, 2006;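 active = the 320 compounds with the highest percent inhibition in the single-dose primary screen, excluding strongly autofluorescent ones, cut at about 32% in these data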;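 also: kinetic rate of NADH fluorescence loss reporting ADP formed by the decarboxylase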
Bfl-1 displacement = Bfl-1 inhibitors, primary screen, biochemical, fluorescence polarization, FITC-Bid, mouse (AID 432). displacement, % at 20 µM, or IC50 in µM where a hit was titrated. FITC-Bid BH3 peptide fluorescence polarization displacement; higher % means a stronger effect. 0.02% of 64,000 active. Bcl-2-related protein A1 (Mus musculus); in the data active = a potency from the dose series; inactive = the rest, 99 in 100 with displacement below about 15%; also: strong numbers were not always called active
HPDE-C7 viability = cytotoxicity in HPDE-C7 cells, cell-based, fluorescence, HTS (AID 430). cytotoxicity, % at 10 µM; hits with a dose series show EC50 in µM. HPDE-C7 pancreatic duct cells viability, fluorescence; higher % means a stronger effect. 1.8% of 63,000 active;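 also: cells exposed to compound for 48 hours before viability readout; 0% = vehicle and 100% = reference cytotoxic drug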
HT1080 cytotoxicity = cytotoxicity in HT1080 fibrosarcoma cells, cell-based, fluorescence readout (AID 620); HT1080 viability, fluorescence; higher % means a stronger effect; 0.42% of 87,000 active; cytotoxicity, % at 10 µM, or EC50 in µM where a hit was titrated;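 also: cells exposed to compound overnight then 4 h with Alamar Blue; 0% = vehicle DMSO and 100% = killing control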
PMK inhibit pilot replicates = second read-out of PMK inhibit, no call of its own (marks repeat the call); inhibition, %; measured here: pilot screen replicates
Spn MK inh pilot replicates = second read-out of Spn MK inh, no call of its own (marks repeat the call); inhibition, %; measured here: pilot screen replicates
DPM-DC inhibit pilot screen % = also measured in DPM-DC inhibit; calls as there; inhibition, %; measured here: pilot screen trials
* = called active by the depositor; i = inactive; · = not tested or not shown. Rule as the data show it, unless noted: active = cytotoxicity above about 50%; inactive = the rest. This is a random part of the collection. Share with any hit: about 3.3%.

SMILES	PMK inhibit	Spn MK inh	Alkaline phosphatase	HPDE-C7K KRASV12	LYP inhibition	DPM-DC inhibit	Bfl-1 displacement	HPDE-C7 viability	HT1080 cytotoxicity	others
COC(=O)c1ccccc1NC(=O)CSc1nnc(-c2cccc(NC(C)=O)c2)n1C	12	6	8%	15%	8%	i	1%	6%	-11%
CCCCSCCCNC(=O)Nc1cccc(OC)c1	12	0	8%	1%	·	i	2%	-13%	·
CC1(C)CC(=O)C=C(N2CCNCC2)C1	13	6	9%	-12%	-7%	i	6%	-3%	0%
CCOC(=O)c1cnc(C(C)(C)C)[nH]c1=O	0	1	11%	9%	11%	i	3%	16%	7%	PMK inhibit pilot replicates=1.0;Spn MK inh pilot replicates=0.0;DPM-DC inhibit pilot screen %=0.0
Cn1nnnc1SCC(=O)Nc1ccccc1-c1ccccc1	14	4	21%	-7%	·	i	-6%	-10%	-4%	PMK inhibit pilot replicates=2.0;Spn MK inh pilot replicates=0.0;DPM-DC inhibit pilot screen %=5.0
O=C(O)c1ccc2nc(C(F)(F)F)[nH]c2c1	18	10	4%	-7%	-17%	i	4%	-11%	-1%
N#Cc1c2n(c3c(=O)[nH]cnc13)CCCC2	6	0	2%	-14%	1%	i	-2%	-7%	3%
COc1ccccc1Nc1nc2ccccc2[nH]1	14	6	14%	4%	7%	i	4%	-9%	5%	PMK inhibit pilot replicates=3.0;Spn MK inh pilot replicates=1.0;DPM-DC inhibit pilot screen %=4.5
COCCn1c(SCC(=O)c2ccccc2)nc2c(c1=O)SC(C)C2 (stereo not given)	0	2	15%	-6%	·	i	-4%	-12%	11%	PMK inhibit pilot replicates=4.0;Spn MK inh pilot replicates=0.0;DPM-DC inhibit pilot screen %=5.0
CCOC(=O)CN1C(=O)C(O)(CC(=O)c2ccco2)c2ccccc21 (stereo not given)	5	1	2%	-78%	0%	i	-11%	-60%	-28%
CCOC(=O)N1CCN(c2c(NCCc3ccc(OCC)c(OCC)c3)c(=O)c2=O)CC1	14	8	1%	-2%	-9%	i	1%	-5%	6%
O=C(CN1C(=O)CCS(=O)(=O)c2ccccc21)NCc1ccccc1	0	15	0%	5%	10%	i	0%	2%	-3%
Cc1ccc(S(=O)(=O)NCC(=O)N(CC(=O)NCC2CCCO2)C2CCCC2)cc1 (stereo not given)	0	11	7%	6%	·	i	-8%	6%	-2%
O=P(c1cccs1)(c1cccs1)c1cccs1	5	7	3%	4%	16%	i	-2%	-7%	0%
COc1ccc(S(=O)(=O)C(C#N)c2nc3ccccc3nc2N2CCCCC2)cc1 (stereo not given)	0	12	6%	3%	3%	i	-4%	-10%	1%

Reprinted at random: 3 records from the list
SMILES	PMK inhibit	Spn MK inh	Alkaline phosphatase	HPDE-C7K KRASV12	LYP inhibition	DPM-DC inhibit	Bfl-1 displacement	HPDE-C7 viability	HT1080 cytotoxicity	others
O=C(O)c1ccc2nc(C(F)(F)F)[nH]c2c1	18	10	4%	-7%	-17%	i	4%	-11%	-1%
O=C(CN1C(=O)CCS(=O)(=O)c2ccccc21)NCc1ccccc1	0	15	0%	5%	10%	i	0%	2%	-3%
COCCn1c(SCC(=O)c2ccccc2)nc2c(c1=O)SC(C)C2 (stereo not given)	0	2	15%	-6%	·	i	-4%	-12%	11%	PMK inhibit pilot replicates=4.0;Spn MK inh pilot replicates=0.0;DPM-DC inhibit pilot screen %=5.0

The results go on.
SMILES	PMK inhibit	Spn MK inh	Alkaline phosphatase	HPDE-C7K KRASV12	LYP inhibition	DPM-DC inhibit	Bfl-1 displacement	HPDE-C7 viability	HT1080 cytotoxicity	others
CNc1nc(SCc2ccccc2)nc(N2CCOCC2)n1	12	8	10%	·	6%	i	-1%	·	-2%
CCSc1nc2c(c(=O)[nH]c(=O)n2C)n1Cc1ccc(Cl)cc1	4	10	6%	-8%	10%	i	-4%	-7%	-1%
Cc1cc2c(c(=O)n1CCN(C)C)C(c1ccccc1Br)C(C#N)=C(N)O2 (stereo not given)	8	1	9%	14%	6%	i	-8%	12%	-6%
CCOC(=O)C1CCCN(C(=O)CNS(=O)(=O)c2ccc(Br)s2)C1 (stereo not given)	10	7	16%	3%	4%	i	-1%	-8%	-2%	PMK inhibit pilot replicates=0.5;Spn MK inh pilot replicates=0.0;DPM-DC inhibit pilot screen %=4.5
Cc1cc2nc(-c3ccco3)cc(C(F)(F)F)n2n1	0	4	13%	-11%	4%	i	-6%	-4%	6%	PMK inhibit pilot replicates=0.0;Spn MK inh pilot replicates=0.5;DPM-DC inhibit pilot screen %=3.0
CCn1c2ccccc2c2cc(NC(=O)COC(=O)C3CCC(=O)N3)ccc21 (stereo not given)	0	8	10%	8%	0%	i	-8%	-10%	15%
CC1(C)CC(=O)c2sc(NC(=O)c3ccco3)nc2C1	0	0	-3%	7%	9%	i	5%	1%	4%
Cc1ccc(S(=O)(=O)N2CCCN(S(=O)(=O)c3ccc4c(c3)OCCO4)CC2)cc1	9	8	-1%	6%	6%	i	2%	2%	-19%
COc1ccccc1S(=O)(=O)Cc1ccc(C(=O)N2CCN(c3ccc(C)cc3)C(C)C2)o1 (stereo not given)	7	3	20%	34%	·	i	2%	30%	·	PMK inhibit pilot replicates=2.5;Spn MK inh pilot replicates=1.5;DPM-DC inhibit pilot screen %=0.0
O=C(CN1CCN(C(=O)c2ccco2)CC1)Nc1ccccc1-c1ccccc1	1	4	6%	3%	-2%	i	-8%	-7%	5%
COC(=O)COc1ccc(S(=O)(=O)Nc2ccc(C(N)=O)cc2)cc1Cl	0	0	4%	·	-7%	i	1%	·	-9%
Cc1nnc(Nc2ccc(C(=O)N3CCOCC3)cc2)c2ccccc12	12	8	4%	-6%	25%	i	-3%	-2%	6%
CCOC(=O)C1CCN(C(=O)c2ccc(Cl)c(S(=O)(=O)N3CCOCC3)c2)CC1	14	1	9%	-28%	-8%	i	-6%	-21%	-1%
CSc1ccccc1NC(=O)c1cccnc1	0	10	4%	5%	7%	i	0%	0%	6%
O=C(NCC1CCCO1)c1ccc(S(=O)(=O)N2CCCCC2)cc1 (stereo not given)	0	4	1%	-16%	-20%	i	-1%	1%	2%
COc1ccc(-c2cc(C(F)(F)F)nc(SCC(=O)Nc3cc(C)on3)n2)cc1OC	12	8	-3%	11%	10%	·	4%	-14%	-9%
Oc1cccc(C=NCc2ccccc2)c1O	11	5	4%	17%	8%	i	-2%	32%	18%	PMK inhibit pilot replicates=1.5;Spn MK inh pilot replicates=2.0;DPM-DC inhibit pilot screen %=0.0
Cc1ccccc1NC(=O)CCN1CCN(Cc2ccccc2)CC1	11	15	-4%	8%	·	i	9%	-7%	1%
Cc1oc2ccc(OCc3ccc(F)cc3)cc2c1C(=O)O	4	2	8%	3%	-5%	i	-7%	-1%	-4%
CC1(C)CC(=O)C=C(N2CCN(C3=CC(=O)CC(C)(C)C3)CC2)C1	14	5	15%	6%	·	i	7%	-1%	-16%
COc1cccc(C2/C(=C(\O)c3ccc4c(c3)OCCO4)C(=O)C(=O)N2CCCN(C)C)c1OC (stereo not given)	7	5	6%	6%	3%	i	0%	-9%	-14%
O=S(=O)(c1ccccc1)c1ccc(NCc2ccco2)cc1	7	3	20%	15%	-2%	i	-3%	7%	-2%
COc1cccc2cc(C(=O)N3CCN(C/C=C/c4ccccc4)CC3)c(=O)oc12	6	13	10%	15%	15%	i	-3%	21%	22%
O=C1C2C3C=CC(C3)C2C(=O)N1CC1CCCO1 (stereo not given)	8	8	-1%	3%	1%	i	1%	2%	8%
CCOc1ccc(NC(=O)c2oc3ccccc3c2NC(=O)C2CC2)cc1	15	0	8%	4%	·	i	-1%	0%	-3%
N#C/C=C1\n2c(nc3ccccc32)OC12CCCCC2	0	0	7%	1%	5%	i	-1%	0%	-1%
CCCCN(CCCC)S(=O)(=O)c1ccc(OC)c2ncccc12	4	0	0%	-6%	-2%	i	4%	-23%	33%
CCOc1ccc(-n2c(Cc3cc(=O)[nH]c(=O)[nH]3)nnc2SCC)cc1	19	9	11%	1%	3%	i	4%	-6%	3%
O=C(Nc1ccccn1)NC12CC3CC(CC(C3)C1)C2	15	0	7%	-22%	·	i	-2%	-23%	-4%
c1ccc(-c2noc(-c3cccc4ccccc34)n2)nc1	6	8	13%	0%	7%	·	-1%	-10%	4%
O=C(O)CSc1nnc(CNc2cccc(C(F)(F)F)c2)n1Cc1ccco1	11	7	1%	7%	15%	i	-3%	-8%	-13%
Cc1[nH]c(=O)[nH]c(=O)c1S(=O)(=O)NCC12CC3CC(CC(C3)C1)C2	16	11	2%	-6%	·	i	-3%	-1%	0%
COc1cccc(-c2cc(C(=O)N3CCCCC3C)no2)c1 (stereo not given)	10	1	5%	5%	16%	i	-5%	18%	-8%
Cc1cccc(N(C)C(=O)CCS(=O)(=O)c2cccc3nonc23)c1	0	6	4%	-6%	10%	i	3%	-4%	2%
CCOC(=O)C1=C(O)C(=O)N(c2ccc(S(N)(=O)=O)cc2)C1c1ccc(OC)cc1 (stereo not given)	35*	21	21%	-3%	·	i	0%	-6%	·
C=CCn1c(SCC(=O)Nc2ccc3c(c2)OCO3)nnc1-c1ccccc1OC	0	8	12%	25%	10%	i	-9%	12%	7%
CCCc1nnc(SCC(=O)N2CCOCC2)n1Cc1ccco1	10	0	16%	3%	7%	i	3%	-8%	6%	PMK inhibit pilot replicates=1.0;Spn MK inh pilot replicates=1.0;DPM-DC inhibit pilot screen %=2.5
O=C(CN1C(=O)CC(c2ccco2)Sc2ccccc21)NCC1CCCO1 (stereo not given)	4	4	4%	4%	10%	i	-4%	-2%	6%
Cc1ccccc1N1C(=O)C(Cl)=C(N2CCCCCC2)C1=O	0	3	16%	-21%	5%	i	0%	-19%	0%
COC(=O)c1cc(Cl)c(N)cc1OC	8	6	5%	-19%	4%	i	2%	-23%	6%
CCOC(=O)c1ccc2c(c1)N(CC(=O)N1CCCC1)C(=O)C(C)(C)O2	11	19	15%	-5%	12%	i	0%	4%	0%
COCCNS(=O)(=O)c1ccc(-c2ccc(S(=O)(=O)NCCOC)cc2)cc1	18	0	6%	-17%	0%	i	-2%	-23%	-2%
O=S1(=O)CCN2C(c3ccc4c(c3)CCCC4)=CSC2=N1	12	11	4%	-5%	18%	i	-3%	5%	-5%
CCc1ccccc1NC(=O)CN1CCC(NC(=O)COC)CC1	16	11	12%	-11%	·	i	2%	-16%	0%
COc1ccc(N2CCN(C(=O)c3cc4c(-c5cccc(OC)c5)nn(C)c4s3)CC2)cc1	12	9	15%	16%	·	i	1%	-3%	0%
CCOC(=O)c1c(NC(=O)CSc2nnnn2C)sc(C)c1-c1ccc(C)cc1	6	0	6%	35%	2%	i	-6%	29%	2%

Source: PubChem BioAssay
